FBW7 activator: FBW7 E3 ligase activators, primary screen, biochemical, AlphaScreen, human. AlphaScreen FBW7–phospho-cyclin E peptide binding, activator screen. normalized activity (activation), % at 26.1 µM. hit rate 0.13% among 650,000. AID 1259310, 2017; in the data active = normalized activity above about 1.9%;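 note: purified mutant Fbw7 with reduced substrate affinity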
Target sequence (Q969H0 whole entry, looked up): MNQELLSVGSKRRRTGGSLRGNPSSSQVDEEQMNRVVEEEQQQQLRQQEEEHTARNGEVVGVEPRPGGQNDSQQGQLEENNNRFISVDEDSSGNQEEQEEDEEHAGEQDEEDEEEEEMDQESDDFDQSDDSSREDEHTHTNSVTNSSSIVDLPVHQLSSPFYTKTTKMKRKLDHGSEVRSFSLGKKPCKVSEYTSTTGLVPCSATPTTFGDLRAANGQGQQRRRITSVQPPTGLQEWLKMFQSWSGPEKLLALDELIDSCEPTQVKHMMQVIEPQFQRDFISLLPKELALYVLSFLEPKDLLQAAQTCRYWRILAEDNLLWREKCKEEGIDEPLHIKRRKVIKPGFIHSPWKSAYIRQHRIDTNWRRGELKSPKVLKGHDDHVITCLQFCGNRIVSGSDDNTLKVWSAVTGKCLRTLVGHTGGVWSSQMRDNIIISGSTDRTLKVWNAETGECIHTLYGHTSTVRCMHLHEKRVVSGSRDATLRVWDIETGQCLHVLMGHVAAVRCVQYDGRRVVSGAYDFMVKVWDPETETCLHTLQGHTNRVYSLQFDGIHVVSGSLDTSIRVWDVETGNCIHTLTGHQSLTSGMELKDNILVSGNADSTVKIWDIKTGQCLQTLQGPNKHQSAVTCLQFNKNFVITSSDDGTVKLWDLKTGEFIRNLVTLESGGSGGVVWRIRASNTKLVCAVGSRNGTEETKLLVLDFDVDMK
MITF inh: MITF inhibitors, primary screen, biochemical, AlphaScreen, human | AlphaScreen MITF homodimerization, bead proximity signal | inhibition, % at 2.6 µM | hit rate 0.91% among 650,000; in the data active = inhibition above about 50%;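 note: 0% = vehicle wells with protein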
TEAD-YAP inh: TEAD-YAP interaction inhibition, primary screen, TEAD-YAP interaction inhibitor project, luminescence, HEK-TIYL cells | TEAD-Gal4/YAP UAS-luciferase luminescence | inhibition, % at 9.12 µM | hit rate 1.4% among 640,000; in the data active = inhibition above about 32%;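 note: 0% = median of test compound wells and 100% = reference inhibitor wells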
GPR151 activ: activators of human GPR151, primary screen, cell-based, PathHunter beta-arrestin, luminescence | activation, % at 11.2 µM | PathHunter beta-arrestin GPR151 cells | hit rate 1% among 650,000; in the data active = activation above about 4.9%;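 note: 0% = median of compound wells and 100% = cells with positive control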
An asterisk follows results filed as active; · = not tested or not shown.

Structure	FBW7 activator	MITF inh	TEAD-YAP inh	GPR151 activ
O=C(NC1CCS(=O)(=O)C1)/C(=C/c1cn(-c2ccccc2)nc1-c1cccs1)NC(=O)c1ccccc1 (stereo not given)	0.1	-7	16	5.8*
CCCC1=NN2C(=N)/C(=C/c3cc(Cl)c(OCCOc4ccc(C)cc4)c(OCC)c3)C(=O)N=C2S1	0.1	6	-13	-1.4
COc1ccc(CN2CCc3nc(N4CCCC(C)C4)[nH]c(=O)c3C2)cc1 (stereo not given)	-0.1	-1	-7	1.2
N#Cc1cc([N+](=O)[O-])ccc1NC(=O)COC(=O)/C=C/c1ccc([N+](=O)[O-])cc1	0.1	2	24	-0.1
CCNc1nc(NCC)n2c(SCC(=O)Nc3ccccc3OCC)nnc2n1	0.3	14	-4	-0.4
O=C(c1ccc(Cl)c(Cl)c1)N1CCN(c2ccc([N+](=O)[O-])c(N3CCOCC3)c2)CC1	0.2	11	-2	0.1
CCN(CC)C(=O)Cn1nnc(-c2ccc(N)cc2)n1	-0.4	-1	-7	-0.8
COc1ccccc1-n1cc(C(=O)NCC(=O)O)c2ccccc2c1=O	0.2	11	0	0.1
Cc1nc2sc3c(c2c(=O)n1Cc1cccc(F)c1)CCCC3	0.0	8	-1	1.2
CCCOc1ccc(N2C(=O)CC(SCC(=O)Nc3ccc4ccccc4c3)C2=O)cc1 (stereo not given)	0.1	10	16	-0.3
Cc1nc2c(c(=O)[nH]1)CN(Cc1c(F)cccc1F)CC2	-0.1	-7	-1	-0.6
COc1ccc(CCn2c(=S)[nH]c3nccnc3c2=O)cc1OC	-0.2	-1	40*	-0.2
O=C(Nc1cc2c3c(c1)C1CCCC1CN3CC1CCCC21)c1ccc(Cl)cc1 (stereo not given)	-0.1	1	0	2.2
O=C(COc1ccc(Cl)cc1Cl)Nc1c2c(nn1-c1ccc(F)cc1)CS(=O)C2 (stereo not given)	-0.1	-13	-1	-0.9
FC(F)(F)c1ccc(NCc2cccnc2)nc1	-0.1	-4	10	1.3
CCOC(=O)C1=C(C)NC(C)=C(C(=O)OCC)C1c1cccnc1	0.2	3	6	-1.5
O=C(CCC(=O)Nc1nc(-c2cc3cc(Br)ccc3oc2=O)cs1)NCc1ccco1	0.0	-1	-6	-0.2
O=C1S/C(=C\c2ccc(O)c([N+](=O)[O-])c2)C(=O)N1Cc1ccc(F)cc1	-0.3	-8	-1	-1.4
O=C(O)/C(=C/c1ccc(Cl)cc1)NC(=O)c1ccco1	0.0	-2	1	-1.0
O=C(N/N=C/c1cccc(F)c1)c1cccc([N+](=O)[O-])c1	0.1	-11	-1	-1.4
COc1ccc(C2C3CSCC=C3C(C#N)=C(N)C2(C#N)C#N)cc1 (stereo not given)	1.0	23	5	-0.7
O=C(O)CCNS(=O)(=O)c1cccc2cccnc12	0.2	11	6	-1.1
COc1ccc(OCCC(=O)OCC(=O)NC(=O)c2ccc(C(C)(C)C)cc2)cc1	-0.1	-3	-7	-0.2
Cc1ccc(-n2c(C)nc3sc4c(c3c2=O)CCC(C)C4)cc1 (stereo not given)	-0.1	9	6	0.1
CCc1ccc(C2=CC(c3ccccc3C)n3nnnc3N2)cc1 (stereo not given)	0.0	-10	-22	0.6

Entries of single compounds, looked up by structure.
O=C(NC1CCS(=O)(=O)C1)/C(=C/c1cn(-c2ccccc2)nc1-c1cccs1)NC(=O)c1ccccc1 (stereo not given) as listed: FBW7 activator: 0.1; MITF inh: -7; TEAD-YAP inh: 16; GPR151 activ: 5.8*
COc1ccc(C2C3CSCC=C3C(C#N)=C(N)C2(C#N)C#N)cc1 (stereo not given) as listed: FBW7 activator: 1.0; MITF inh: 23; TEAD-YAP inh: 5; GPR151 activ: -0.7
CCc1ccc(C2=CC(c3ccccc3C)n3nnnc3N2)cc1 (stereo not given) as listed: FBW7 activator: 0.0; MITF inh: -10; TEAD-YAP inh: -22; GPR151 activ: 0.6

Reprinted at random: three compounds from above
Structure	FBW7 activator	MITF inh	TEAD-YAP inh	GPR151 activ
COc1ccc(CCn2c(=S)[nH]c3nccnc3c2=O)cc1OC	-0.2	-1	40*	-0.2
O=C(NC1CCS(=O)(=O)C1)/C(=C/c1cn(-c2ccccc2)nc1-c1cccs1)NC(=O)c1ccccc1 (stereo not given)	0.1	-7	16	5.8*
O=C(Nc1cc2c3c(c1)C1CCCC1CN3CC1CCCC21)c1ccc(Cl)cc1 (stereo not given)	-0.1	1	0	2.2

Following part:
Structure	FBW7 activator	MITF inh	TEAD-YAP inh	GPR151 activ
Cc1cccc(-c2cc(C(=O)NCCC3=CCCCC3)c3ccccc3n2)c1	0.3	-10	9	-1.1
O=C(Nc1ccc(S(=O)(=O)Nc2ncccn2)cc1)c1ccccc1OC(F)F	0.5	14	7	-1.2
CCOC(=O)c1[nH]c(C)c(C(=O)Nc2ccc3c(c2)CCC3)c1C	0.2	-4	-3	0.7
CC(C)(C)OC(=O)CSc1n[nH]c(-c2cccs2)n1	0.2	1	-26	0.0
Cc1cn(-c2nc(-c3ccccc3)oc2-c2ccccc2)c(=O)[nH]c1=O	0.1	-2	-14	1.4
Nc1cccc2c1C(=O)c1cccc(Oc3ccccc3)c1C2=O	-0.1	33	-5	1.6
O=C(CN(C(=O)c1csnn1)c1ccccc1)NCCc1ccccc1	0.3	13	-1	-0.7
CN(Cc1cc2ccccc2[nH]c1=O)S(=O)(=O)c1ccccc1	-0.1	8	-9	0.2
Cc1ccc(S(=O)(=O)N2C(=O)CCC2C(=O)Nc2ccc(F)cc2)cc1 (stereo not given)	0.0	7	6	-0.6
CC(=O)c1ccc(NC(=O)NNC(=O)Cc2ccc(Cl)c(Cl)c2)cc1	0.7	-13	4	-0.2
COc1cc(OC)c(C(=O)N(Cc2nc(-c3cccc(C)c3)no2)C(C)C)cc1OC	0.0	4	-1	0.1
Cc1ccc(C(C)C(=O)NCCn2nc(-c3cccs3)ccc2=O)cc1 (stereo not given)	0.1	11	8	0.5
Fc1ccc(CO/N=C2\CCCc3nonc32)c(Cl)c1	0.0	-13	-14	-0.5
FC(F)(F)c1cnc(Nc2ccccn2)cc1Nc1ccccn1	-0.2	4	54*	-0.6
CCOc1ccccc1NC(=O)C(=O)NCc1cccnc1	-0.2	-10	-3	-0.2
COc1cc(CNC(=O)c2c(C(F)(F)F)nc3c(OC)cccn23)cc(OC)c1OC	1.9*	11	0	-0.6
O=S(=O)(/C=C/c1ccccc1)N1CCN(c2ccc(-c3cccnc3)nn2)CC1	0.4	7	4	-1.5
CCc1ccc(C2=NN(c3ccccc3)C(c3cn(-c4ccccc4)nc3-c3cccnc3)C2)cc1 (stereo not given)	0.0	-4	3	-0.5
CSc1ccc(CN2CC[C@H]3[C@H](CCC(=O)N3CCCN(C)C)C2)cc1	-0.4	2	1	0.7
COC(=O)C(NC(=O)Nc1ccc(C(C)(C)C)cc1)C(C)C (stereo not given)	0.0	9	-18	2.0
CCc1ccc(-c2cn3ccccc3n2)cc1	0.1	2	69*	-6.2
O=C(CCc1nc2ccccc2s1)OC1CCCCC1=O (stereo not given)	0.1	-7	1	0.4
Cc1ccn2c(CNCCCc3scnc3C)c(C(=O)N3CCCCCC3)nc2c1	0.1	7	1	3.0
Cc1[nH]c2ccc(OC(F)(F)F)cc2c1CCNC(=O)c1cc([N+](=O)[O-])ccc1Cl	-0.2	6	66*	0.2
CCCCC[C@H](O)/C=C/[C@H]1OC(O)C[C@H](O)[C@@H]1C/C=C\CCCC(=O)O (stereo not given in full)	·	0	·	-0.3
O=c1nc(SCc2ccncc2)c2c([nH]1)CCC2	0.0	-2	-1	4.2
O=C(CSc1nnc2c(n1)[nH]c1ccccc12)Nc1ccc(C(=O)N2CCCCC2)cc1	0.1	10	34*	1.1
CCCc1nc2nc(C)c(NS(=O)(=O)c3ccc(F)cc3)c(=O)n2[nH]1	0.2	-6	-8	1.5
C=CCN(c1ccccc1)S(=O)(=O)c1ccc(F)c(C(=O)Nc2cccc(Cl)c2)c1	0.2	10	27	0.5
CCOc1cccc(/C=C2\C(=O)Nc3ccccc32)c1O	-0.1	-9	-18	0.1
Cn1c(=NC(=O)CN2C(=O)CCC2=O)sc2cc(Cl)cc(Cl)c21	0.6	1	6	-1.3
C/C(=N\NC(=O)c1ccc(O)c(O)c1)c1ccc(Br)c([N+](=O)[O-])c1	0.5	20	32*	-1.6
O=C(O)c1nc(-c2ccccc2)n(-c2cccc(C(F)(F)F)c2)n1	0.1	-8	-1	-0.4
CC(CC(=O)O)CC(=O)N1CCCC1c1nc(-c2ccc(F)cc2)c2ccccn12 (stereo not given)	-0.7	-4	-6	-0.3
Cc1c(C=O)c2ccccn2c1C(=O)c1cccc([N+](=O)[O-])c1	0.1	7	13	2.9
O=C(Nc1ccc(F)cc1)c1cn(-c2ccc(F)cc2F)c(=O)c2ccccc12	0.3	8	0	1.0
COc1ccc(Cn2c(O)c(C=Nc3ccc(N(C)C)cc3)c3ccccc3c2=O)cc1	-0.4	27	-55	-0.6
NC(=O)Cc1cc(=O)oc2cc(O)ccc12	0.1	4	9	3.9
Cc1ccccc1OCC(=O)NC(Cc1c[nH]c2ccccc12)C(=O)O (stereo not given)	-0.1	6	-1	-0.3
O=C(CCC1(Cc2ccccc2)CCC(=O)N1)NCc1scnc1-c1ccccc1 (stereo not given)	-0.2	-5	-61	0.0
CCC(C)c1ccccc1NC(=O)COC (stereo not given)	0.1	4	2	-0.5
Cn1c(=O)c(C(=O)Nn2c(Cc3ccccc3)nc3ccccc3c2=O)c(O)c2ccccc21	-0.1	5	8	0.8
CC[C@H](C)[C@@H]1NC(=O)[C@@H]2C[C@H](NCc3ccc(OC)cc3)CN2C1=O	-0.1	-7	-10	0.7
CC(=O)OCC1OC(Oc2ccc(C(=O)Cc3cscn3)c(O)c2)C(OC(C)=O)C(OC(C)=O)C1OC(C)=O (stereo not given)	0.2	-3	13	1.9
Cc1ccc(NC(=O)c2cc(Cl)ccc2Cl)cc1Cl	0.0	4	3	0.3
Cc1c(NC(=S)NC(=O)c2ccco2)cccc1C(=O)O	0.0	-15	-48	-1.2
O=C1CC(NC(=O)N2CCCc3ccccc32)CN1c1ccccc1 (stereo not given)	0.3	7	-1	1.5
Cc1ccc2c(c1)N(CC(=O)N(Cc1ccccn1)C1CC1)C(=O)C(C(C)C)O2 (stereo not given)	0.0	8	11	1.7
CCN(Cc1ccccc1)C(=O)c1ccc(C)c([N+](=O)[O-])c1	-0.1	6	4	-0.3
CC(=O)Cc1nsc(NC(=O)c2csc3c2CCC(C)C3)n1 (stereo not given)	-0.2	0	-8	0.0

Remaining list, next part.
Structure	FBW7 activator	MITF inh	TEAD-YAP inh	GPR151 activ
NC(=O)COc1ccc(/C=C2\C(=O)NC(=O)N(Cc3ccccc3)C2=O)cc1	-0.1	15	12	1.3
COCc1cc(CN2CCN3C(=O)[C@H](Cc4ccccc4)N(C)C(=O)[C@H]3C2)ccc1OC	-0.1	-12	5	-1.4
O=C(O)c1cc(N2C(=O)c3cccc([N+](=O)[O-])c3C2=O)ccc1O	0.1	-2	7	-0.4
CC1=C(C(=O)OCCOc2ccccc2)C(c2cccs2)C2=C(CC(c3cccs3)CC2=O)N1 (stereo not given)	0.0	-10	-8	-1.6
COc1ccc(C(=O)NC(=S)Nc2cccc3cccnc23)cc1OC	0.2	-6	-3	-1.6
COc1ccc(Cl)cc1NC(=O)N1CCCC(N2CCOCC2)C1 (stereo not given)	0.1	13	-5	1.1
O=c1oc2ccccc2cc1-c1cn2c(n1)sc1ccccc12	0.1	-4	80*	0.4
CN(C1CCCCC1)S(=O)(=O)c1ccc(NC(=O)COc2ccc3ccccc3c2)cc1	0.4	24	13	-0.3
COc1ccc(NC(=O)CSc2cn(CCNC(=O)c3ccc(F)cc3)c3ccccc23)c(OC)c1	-0.1	8	6	-0.8
CCOC(=O)C1=C(O)/C(=C\c2ccc(Cl)cc2)N=C1C	0.0	-15	0	1.5
O=C1C2C3C=CC(C2C(=O)N1c1cccnc1)C1C(=O)N(c2cccnc2)C(=O)C31 (stereo not given)	0.2	4	-3	1.2
CN(C)CCOC(=O)c1ccc(COc2ccccc2Br)o1	-0.2	-4	0	-2.1
COc1cc(OC)cc(-c2nnc(Nc3nc4ccc(F)cc4s3)o2)c1	0.1	-1	7	3.5
CC(Oc1ccccc1)C(=O)Nc1ccc(F)cc1F (stereo not given)	-0.1	-14	7	5.3*
Cn1c(=O)c2c(ncn2CC(=O)Nc2ccc(F)c([N+](=O)[O-])c2)n(C)c1=O	0.0	8	5	1.7
O=C(NCC1CCCN(C(=O)CCCN2CCCC2=O)C1)c1ccc(F)cc1 (stereo not given)	-0.1	-19	-9	0.7
CC(=O)OCCSc1nc(N(C)C)nc(N(C)C)n1	-0.1	6	1	0.4
CC(C#N)OC(=O)c1ccc(N2CC(O)=C(c3nc4ccccc4s3)C2=N)cc1 (stereo not given)	0.5	3	6	-0.7
COc1ccc(CCNC(=O)Nc2ccc3c(c2)CCCN3C(=O)C2CC2)cc1	-0.1	-10	18	0.3

Screens from PubChem BioAssay.
